Compound activity deposited in PubChem by Broad Institute.
miR-122 sensor: miR-122 Renilla sensor signal increase in Huh7, primary screen, miR-122 inhibitor project, cell-based, single point, plate reader | activation (reporter increase), % at 12.5 µM | hit rate 0.3% among 340,000 | AID 602342, 2012 | Huh7 miR-122 Renilla luciferase sensor, 48 h; neutral wells = 0, positive control = 100;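 active means mean replicate activation score at least 90 and every replicate individually at or above 90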;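 further: higher luciferase means less miR-122 activity so hits act as miR-122 inhibitors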
* = called active by the depositor. These rows are one share of the data; the hit share may differ from the screen's.

SMILES	miR-122 sensor
CN(CC(=O)NCc1ccccn1)S(=O)(=O)c1ccc(Cl)cc1	6
O=C(CSc1ccccn1)Nc1ccc(Br)cn1	-7
O=C/C(=C\Nc1ccc(Cl)cn1)c1nc2cc(Cl)ccc2o1	6
COc1cccc(/C=C/C(=O)Nc2ccc(OC)nc2)c1	-5
CCOC(=O)Cn1cnc([N+](=O)[O-])n1	-9
CC1(C)CC(=O)c2cc(OCC(=O)N3CCCCCC3)ccc2O1	1
Cc1oc2c(c1C(=O)Nc1ccc(C(=O)O)cc1)CCCC2	1
CC(C)(C)c1ccc(C(=O)NNc2cc(N3CCCCC3)nc(N3CCCCC3)n2)cc1	6
NS(=O)(=O)c1ccc(CCNC(=O)c2ccc(NC3=NC4CS(=O)(=O)CC4S3)cc2)cc1 (configuration not stated)	-4
Cc1oc2c(CN(C)C)c(O)ccc2c(=O)c1-c1cscn1	-6
Cc1ccnc(SCC(=O)N2CCN(C(c3ccccc3)c3ccccc3)CC2)n1	-6
O=c1[nH]c2cc3c(cc2cc1CN(CCc1ccccc1)Cc1nnnn1CC1CCCO1)OCO3 (configuration not stated)	0
CCOC(=O)c1ccc(Oc2nc(OC)nc(N(C)C)n2)cc1	-6
Cc1ccc(-c2nc3s/c(=C\c4ccco4)c(=O)n3n2)cc1	-6
O=C(/C=C/c1ccc(Br)o1)OCc1ccccc1	-3
O=C(CS(=O)(=O)c1ccc(Cl)c(Cl)c1)Nc1ccccc1Cl	19
CC(C)(C)c1ccc(-c2nc3c(C#N)c(-c4ccc5c(c4)OCO5)ccn3n2)cc1	-8
O=C(c1cccc(Cl)c1)N1CCN(c2ccccn2)CC1	-6
Cn1c(CCN2CCCCC2)nc2cc(NS(=O)(=O)c3ccc(F)cc3)ccc21	-6
CS(=O)(=O)N(CC(=O)Nc1ccccc1Sc1ccccc1)c1cccc(Br)c1	0
CC1C(C#N)=C(N)OC2=C1C(=O)CCC2 (configuration not stated)	4
CC(C)(C)c1cn(-c2ccc(F)cc2)c(=S)[nH]1	-9
CCOc1ccccc1NC(=O)Nc1c(C)n(-c2ccccc2)c(=O)n1C	7
COC1C/C(=N\O)C2OC(c3ccccc3)OCC2O1 (configuration not stated)	-1
COC(=O)CSc1nnc(-c2ccccc2OC)o1	2
COc1ccccc1NC(=O)Cn1cnc2c(cnn2-c2ccccc2)c1=O	9
CCCOc1ccc(N2C(=O)CC(NCc3cccs3)C2=O)cc1 (configuration not stated)	3
CCCN1CCN(C(=O)Nc2ccc(C(=O)OCC)cc2)CC1	-3
COCCN(CCOC)Cc1cc(=O)oc2cc3c(cc12)CCC3	-7
COc1cc(OC)cc(-c2cc3cc4c(cc3cn2)OCO4)c1	51
COc1cc(OC)cc(C(=O)Oc2ccc(/C=N/Nc3nc4ccccc4s3)cc2OC)c1	-6
Cc1csc(NC(=O)CCc2nc3ccccc3s2)n1	1
CC(=O)Oc1cc2c(C(C)=O)coc2c2ccccc12	1
Cc1cc(C)c2c(n1)sc1c(=O)n(-c3ccccc3)c(=O)[nH]c12	-5
CCOC(=O)c1c(C)oc2c1c1c(c3ccccc32)OCN(Cc2ccccn2)C1	3
Cc1cc(=O)n(-c2ccc3ccccc3n2)[nH]1	4
Cc1ccc(C(=O)Nc2ccc3cn[nH]c3c2)cc1S(=O)(=O)N1CCCCC1	2
CN(C)CCCNC1CS(=O)(=O)CC1O (configuration not stated)	-2
Nc1ncnc2c1ncn2CCN1CCCCC1	2
Cc1ccc(Oc2ccc(NC(=O)c3ccco3)cc2)cc1	-1

In the list so far, four contain a Cl atom:
SMILES	miR-122 sensor
CN(CC(=O)NCc1ccccn1)S(=O)(=O)c1ccc(Cl)cc1	6
O=C/C(=C\Nc1ccc(Cl)cn1)c1nc2cc(Cl)ccc2o1	6
O=C(CS(=O)(=O)c1ccc(Cl)c(Cl)c1)Nc1ccccc1Cl	19
O=C(c1cccc(Cl)c1)N1CCN(c2ccccn2)CC1	-6

Arranged by number of heavy atoms (highest first): 3 of the compounds above
SMILES	miR-122 sensor
CCOC(=O)c1c(C)oc2c1c1c(c3ccccc32)OCN(Cc2ccccn2)C1	3
COc1ccccc1NC(=O)Cn1cnc2c(cnn2-c2ccccc2)c1=O	9
CN(C)CCCNC1CS(=O)(=O)CC1O (configuration not stated)	-2

Additional structures:
SMILES	miR-122 sensor
CCOc1cccc(/C(O)=C2/C(=O)C(=O)N(CCOC)C2c2ccc(C)o2)c1 (configuration not stated)	-4
O=C(Nc1ccc(S(=O)(=O)NC2CCCC2)cc1)c1cnccn1	24
CCOc1ccc(OCC)c(S(=O)(=O)NCCCN2CCOCC2)c1	10
CCOC(=O)c1c(C)[nH]c(C(=O)Cn2c(=O)oc3ccccc32)c1C	-2
C[N+](C)(C)CCCC(=O)c1ccc2c(c1)OCO2	4
COc1ccccc1NC(=O)c1nn(-c2cccc(C(F)(F)F)c2)ccc1=O	-2
CCOC(=O)c1sc2ccccc2c1NC(=O)c1coc2ccccc2c1=O	-6
CCn1c2ccccc2c2cc(CN3CCN(S(=O)(=O)Cc4ccccc4)CC3)ccc21	-16
CCOC(=O)Cn1nnnc1CN(Cc1ccc(OC)cc1)Cc1cc2cc(C)cc(C)c2[nH]c1=O	-1
COC(=O)CCC(=O)Nc1ccc(NC(C)=O)cc1	-8
COc1ccc(/C=N/NC(=O)CSc2nnc(C)n2-c2ccccc2)c(OC)c1OC	4
CC(C)(C)c1ccc(/C=N/NC(=O)Cc2c[nH]c3ccccc23)cc1	-1
CCC1SC2=NC(C)=C(C(=O)OCCOC)C(/C=C/c3ccccc3OC)N2C1=O (configuration not stated)	-1
Cc1cccc([C@@H]2[C@@H]3C(=O)N(Cc4ccccc4)C(=O)[C@@H]3[C@]3(C)C(=O)N(c4ccc(C(F)(F)F)cc4)C(=O)N23)c1	-1
Cc1ccc2[nH]c3c(c2c1)CCCC3=O	-1
CCCC(C)c1nc(C(N)=O)c2[nH]c(=O)n(-c3ccc(OC)cc3OC)c2n1 (configuration not stated)	0
Cc1ccccc1NC(=S)N(CCN(C)C)C(C)c1ccccn1 (configuration not stated)	2
Cc1cc(C(=O)COC(=O)CNC(=O)c2ccco2)c(C)n1Cc1ccco1	3
CC(=O)NC(Cc1ccccc1)C(=O)N1CCN(C(=O)c2cccs2)CC1 (configuration not stated)	-8
Cc1ccc(C)c(NC(=O)c2ccc(N(C)S(C)(=O)=O)cc2)c1	0

4 entries from above, set out differently.
mol | miR-122 sensor
CCOC(=O)c1c(C)[nH]c(C(=O)Cn2c(=O)oc3ccccc32)c1C | -2
CCOc1cccc(/C(O)=C2/C(=O)C(=O)N(CCOC)C2c2ccc(C)o2)c1 (configuration not stated) | -4
Cc1ccc(C)c(NC(=O)c2ccc(N(C)S(C)(=O)=O)cc2)c1 | 0
Cc1cc(C(=O)COC(=O)CNC(=O)c2ccco2)c(C)n1Cc1ccco1 | 3

Entries shown so far containing a CF3 group:
SMILES	miR-122 sensor
COc1ccccc1NC(=O)c1nn(-c2cccc(C(F)(F)F)c2)ccc1=O	-2
Cc1cccc([C@@H]2[C@@H]3C(=O)N(Cc4ccccc4)C(=O)[C@@H]3[C@]3(C)C(=O)N(c4ccc(C(F)(F)F)cc4)C(=O)N23)c1	-1

Carrying on.
SMILES	miR-122 sensor
Cc1nc2sc(C)c(C)c2c(=O)o1	5
O=C(C1COc2ccccc2O1)N1CCc2ccccc2C1 (configuration not stated)	-5
CCOC(=O)N1CCN(C(=O)c2cc(-c3ccc(F)cc3)[nH]c2C)CC1	4
Cc1cc(C)n(-c2nc3c(c(=O)n(C)c(=O)n3C)n2C)n1	6
O=C1c2cccnc2C(=O)N1CO	-4
COCCCNC(=O)CCn1c(=O)c2ccccc2n(CC(=O)Nc2ccccc2C)c1=O	1
CCOc1cccc(C(=O)Nc2cccc(C(C)=O)c2)c1	5
CC(C)(C)C(=O)NC(NC(=S)Nc1sc2c(c1C#N)CCCC2)C(Cl)(Cl)Cl (configuration not stated)	2
NC(=O)c1ccc(-c2ccc(Br)cc2)o1	-3
CCCCC1CC1C(=O)Nc1ccc(OC)c(OC)c1 (configuration not stated)	3
CCOC(=O)c1nnc(-c2ccccc2)nc1NCc1ccccc1	2
N#CC(C#N)=c1ccc2c(c1)N1C3=C(CCCC3)CC3CCCCC31N=2 (configuration not stated)	-6
O=C(CCn1c(=O)[nH]c2ccsc2c1=O)NCCc1ccc(Cl)cc1	-7
C[C@H](NC(=O)c1ccccc1Cl)C(=O)OC(C(=O)Nc1cc(C(F)(F)F)ccc1Cl)c1ccccc1 (some centres not stated)	6
O=C(NCc1ccco1)C(c1ccc(F)cc1)N(CC1CCCO1)C(=O)Cn1nnc2ccccc21 (configuration not stated)	22
COc1ccccc1N1CCN(c2ncnc3c2oc2ccccc23)CC1	37
O=C(CN1C(=O)CSC1=O)N1CCc2ccccc2C1	-6
Nc1c(NCCC2=CCCCC2)c(=O)[nH]c(=O)n1Cc1ccccc1	-9
CC(C)CC(=O)Nc1ccc(C(=O)NNC(=S)NC(=O)C2CCCCC2)cc1	-9
O=C1c2cccc3c(N4CCCCC4)ccc(c23)C(=O)N1CCO	-4
O=C(c1ccc(NS(=O)(=O)c2cccc3cccnc23)cc1)N1CCOCC1	-1
COCCN1C(=O)C(O)=C(C(=O)c2cccs2)C1c1ccccc1 (configuration not stated)	-1
Cc1ccc(CSCCNC(=O)CCSc2ccccc2)cc1	4
CCN1CCCC1CNC(=O)c1cn(C)c2ccc(S(=O)(=O)N3CCCCCC3)cc2c1=O (configuration not stated)	6
c1ccc(COc2ccc(OCCCn3cncn3)cc2)cc1	-11
Cc1nnc(SCC(=O)N/N=C/c2cn(-c3ccccc3)nc2-c2ccc(F)cc2)n1-c1ccccc1	1
CCC(=O)/C=C1\Sc2ccc(OC)cc2N1CCO	4
O=C(Oc1cccc2ccccc12)c1ccco1	-14
O=C(/C=C/c1ccc(Cl)cc1)N1CCN(c2ccc(Cl)cc2[N+](=O)[O-])CC1	3
COCCNC(=O)CN(Cc1ccc2c(c1)OCO2)C(=O)CCC(=O)Nc1nccs1	-2
c1ccc2sc(NC3=NCN(Cc4ccc5c(c4)OCO5)CN3)nc2c1	-14
Cc1cc(N2CCOCC2)c2c(N)cc(C)c(C)c2n1	2
CCCCCC(=O)N/N=C(\C)c1ccc(Cl)cc1	-10
CN1C(=O)/C(=C/c2ccccc2OCc2ccccc2F)NC1=S	6
CCC(=O)OCCn1c(=O)c2cc3c(=O)n(CCOC(=O)CC)c(=O)c3cc2c1=O	35
COC(=O)Cc1c(C)c2c(O)cc(C)cc2oc1=O	9
COc1ccccc1CNC(=O)CCCNS(=O)(=O)c1cccc2nsnc12	11
Cc1cc2oc(C(=O)NCc3ccc4c(c3)OCO4)c(C)c2cc1C	-3
COc1cccc(N2CC(C(=O)OC(C)C(=O)c3ccccc3)CC2=O)c1 (configuration not stated)	-12
CC(C)NC(=O)Cn1c(SCC(=O)N2c3ccccc3CC2C)nc2ccccc21 (configuration not stated)	-4
Fc1ccc(CN2CCN3CCCC3C2C2CCCCC2)cc1F (configuration not stated)	-1
CC1(C)CC(=O)C=C(NCCCNC2CCCCC2)C1	-3
Cc1ccc(C(=S)NCS(=O)(=O)c2ccc(C)cc2)cc1	0
COc1ccc(CCn2c(C)cc(C(=O)CSc3nc(N)cc(=O)[nH]3)c2C)cc1	-5
Cc1ccc(C)c(Oc2nnnn2-c2ccccc2)c1	5
COc1ccc(OC)c(S(=O)(=O)Nc2ccccc2SC)c1	31
Cc1[nH]c2ccc(CNS(=O)(=O)c3ccc(S(=O)(=O)N4CCOCC4)cc3)cc2c1C	1
COc1ccc(S(=O)(=O)N[C@H](C(=O)O)C(C)C)cc1	-13
COc1ccc(Cn2c(O)c(C=Nc3ccc(OC)cc3)c3ccccc3c2=O)cc1	-4
COc1ccc(NC(=S)NCCc2ccccc2OC)c(OC)c1	-3
CCc1nnc(NC(=O)CSc2nc(-c3ccccc3)cc(-c3ccc(F)cc3)c2C#N)s1	-7
CNC(=O)Cn1c(=O)n(C)c2ccccc21	1
CN1CC=C2C(C#N)=C(N)C(C#N)(C#N)C(Cc3ccccc3)C2C1 (configuration not stated)	-2
O=C1NCCc2c1[nH]c1c(Cl)ccc(Cl)c21	14
Cc1ccccc1Cn1cc(S(=O)(=O)CC(=O)Nc2nccs2)c2ccccc21	32
OCCN1CCOCCN(CCO)CCN(CCO)CC1	-1
N#Cc1ccccc1NC(=O)CSc1nnc(-c2ccccc2O)n1-c1ccccc1	-1
CC(=O)Nc1nonc1-c1ccccc1	3
CN=C1c2cc3cc(OC)ccc3n2CCN1Cc1ccccc1	25
O=C1C(=O)N(CCN2CCOCC2)C(c2ccccn2)/C1=C(/O)c1ccc(Cl)cc1 (configuration not stated)	1
More records:
SMILES	miR-122 sensor
Cc1onc(-c2ccccc2)c1C(=O)n1cccn1	-2
CCOC(=O)N1CCC(NC(=O)c2cccnc2SC)CC1	-9
CCOC(=O)c1[nH]c(C)c(C(=O)N2CCN(C(=O)OCC)CC2)c1CC	-6
COC(=O)c1cc(NS(=O)(=O)c2ccc(N3CCCCC3)c([N+](=O)[O-])c2)cc(C(=O)OC)c1	2
Cc1nn(C)c(C)c1NC(=O)c1ccc(Cl)cc1	-1
O=C(CSc1ncn[nH]1)Nc1ccccc1Sc1ccccc1	-1
CCc1ccc(OCC(O)CN2CCC(CN3C(=O)c4cccc5cccc(c45)C3=O)CC2)cc1 (configuration not stated)	-18
COc1ccc(CCNC(=O)N2CCOCC2)cc1	-16
CCC(=O)Nc1cccc(NC(=O)CSc2nnnn2C)c1	-4
CC(=O)Nc1ccc(S(=O)(=O)Nc2cccc(N(C)S(C)(=O)=O)c2)cc1	0
CCOC(=O)N1CCC(Nc2c(Nc3cccc(CC)c3)c(=O)c2=O)CC1	10
CCOCc1nnc(NC(=O)c2cc(Cl)ccc2OC)s1	5
CCn1ncc(C2=NOC(C(=O)Nc3cc(OC)c(Cl)cc3OC)C2)c1C (configuration not stated)	-4
CN=Cc1nc(-c2ccccc2)oc1O	-1
CC(NC(=O)CN1CCN(c2ncccn2)CC1)c1ccc(F)cc1 (configuration not stated)	0
COc1ccc(/C=C/C(=O)NC(=S)Nc2ccc(S(=O)(=O)Nc3nccnc3OC)cc2)cc1	11
